# Bioassay records from PubChem.
# PREPL inhibitor = inhibits the human prolyl oligopeptidase-like enzyme; recombinant PREPL, fluorescence polarization activity-based probe; AID 2751; inhibition, % at 5.96 µM; hit rate 0.68% among 320,000; in the data active = inhibition above about 43%;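 also: 0% = enzyme with DMSO and 100% = wells lacking enzyme; many of its hits are not listed in these tables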
# LYPLA2 inh = counter-screen for PME1 inhibitors: inhibitors of human LYPLA2. O95372. recombinant LYPLA2, FP-Rh probe fluorescence polarization. inhibition, % at 5.9 µM. hit rate 0.38% among 320,000;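 active = inhibition above the screen-wide mean plus 3 SD, limit set per campaign, cut at about 26% in these data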;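 also: 0% = LYPLA2 with DMSO and 100% = wells lacking LYPLA2 enzyme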
# Target sequence (O95372 whole entry, looked up): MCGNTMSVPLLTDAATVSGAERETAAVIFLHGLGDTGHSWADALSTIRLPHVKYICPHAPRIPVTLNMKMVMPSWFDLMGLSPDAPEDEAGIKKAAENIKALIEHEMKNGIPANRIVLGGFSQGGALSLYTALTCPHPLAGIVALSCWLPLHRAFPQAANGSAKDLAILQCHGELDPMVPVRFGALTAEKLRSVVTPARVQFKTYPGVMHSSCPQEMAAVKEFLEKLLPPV
# PAFAH1B3 inh = inhibitors of human PAFAH1B3; inhibition, % at 3.39 µM; Q15102; hit rate 0.28% among 340,000; recombinant PAFAH1B3, FP-rhodamine probe, fluorescence polarization;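 active = inhibition above the screen-wide average of all tested compounds plus 3 SD, cut at about 25% in these data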;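 also: 0% = enzyme with DMSO only and 100% = wells lacking PAFAH1B3 protein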
# Target sequence (Q15102 whole entry, looked up): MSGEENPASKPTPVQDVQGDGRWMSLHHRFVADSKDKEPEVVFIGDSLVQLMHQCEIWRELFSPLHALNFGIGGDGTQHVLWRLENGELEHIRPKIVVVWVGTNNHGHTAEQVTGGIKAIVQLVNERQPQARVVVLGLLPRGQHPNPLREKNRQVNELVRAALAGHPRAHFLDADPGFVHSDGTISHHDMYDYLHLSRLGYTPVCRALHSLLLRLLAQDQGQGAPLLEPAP
# LYPLA1 counter = counter-screen for PME1 inhibitors: inhibitors of human LYPLA1; hit rate 0.16% among 320,000; recombinant LYPLA1, FP-Rh probe fluorescence polarization; inhibition, % at 5.9 µM;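 active = inhibition above the mean of all tested compounds plus 3 SD, set per campaign, cut at about 14% in these data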;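 also: inhibitors block serine hydrolase probe labeling of LYPLA1 so polarization falls; 0% = enzyme with DMSO and 100% = wells lacking LYPLA1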
# Target sequence (O75608 whole entry, looked up): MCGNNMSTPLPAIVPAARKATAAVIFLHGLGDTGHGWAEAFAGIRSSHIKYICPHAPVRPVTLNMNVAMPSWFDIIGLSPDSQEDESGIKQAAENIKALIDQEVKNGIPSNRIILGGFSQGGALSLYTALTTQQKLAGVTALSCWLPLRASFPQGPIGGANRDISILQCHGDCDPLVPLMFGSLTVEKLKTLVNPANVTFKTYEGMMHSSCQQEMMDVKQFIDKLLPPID
# pPAFAH FP inh = pPAFAH (human) enzyme inhibition; AID 463082; inhibition, % at 3.39 µM; recombinant pPAFAH, FP-rhodamine probe fluorescence polarization; Q13093; hit rate 1.5% among 330,000;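 active = inhibition above the mean inhibition across the screen plus 3 SD, cut at about 25% in these data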;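 also: inhibitors block binding of the rhodamine activity-based probe so polarization drops; 0% = enzyme with DMSO and 100% = wells lacking pPAFAH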
# PAFAH2 inh = PAFAH2 (human) inhibition; Q99487; recombinant PAFAH2, FP-rhodamine activity probe, fluorescence polarization; inhibition, % at 3.39 µM; hit rate 0.99% among 340,000; AID 492956;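 active = inhibition above the mean over all tested compounds plus 3 SD, cut at about 30% in these data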;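 also: inhibitors block probe labeling of enzyme so polarization drops; 0% = enzyme with DMSO and 100% = wells lacking PAFAH2 protein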
# ZTA DNA inh = ZTA (EBV) inhibition in EBNA-1 counter-screen | P03206 | ZTA-DNA binding, fluorescence polarization | hit rate 0.15% among 320,000 | AID 2234 | inhibition, % at 11 µM; in the data active = inhibition above about 33%
# EBNA-1 inh = blocks EBNA-1 binding to DNA | AID 1950 | inhibition, % at 14.8 µM | hit rate 0.34% among 300,000 | EBNA-1 DNA binding, fluorescence polarization; in the data active = inhibition above about 28%
# PAFAH1B2 FP inh = inhibitors of human PAFAH1B2; P68402; inhibition, % at 3.39 µM; recombinant PAFAH1B2, FP-rhodamine activity probe, fluorescence polarization; hit rate 1.2% among 340,000;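 active = inhibition above the mean of all tested compounds plus 3 SD, cut at about 24% in these data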;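 also: 0% = enzyme with DMSO and 100% = wells lacking PAFAH1B2; many of its hits are not listed in these tables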
# Target sequence (P68402 whole entry, looked up): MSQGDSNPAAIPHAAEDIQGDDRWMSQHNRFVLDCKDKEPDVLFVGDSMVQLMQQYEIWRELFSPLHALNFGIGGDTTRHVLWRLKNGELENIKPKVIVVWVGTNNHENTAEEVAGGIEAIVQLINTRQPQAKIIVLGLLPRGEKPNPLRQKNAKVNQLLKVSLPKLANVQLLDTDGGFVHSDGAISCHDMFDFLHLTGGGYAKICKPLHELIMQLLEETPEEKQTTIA
# The depositor's hits bear a star; nt = not tested or not shown. Not all compounds are listed; rates above refer to the full screens.
SMILES,PREPL inhibitor,LYPLA2 inh,PAFAH1B3 inh,LYPLA1 counter,pPAFAH FP inh,PAFAH2 inh,ZTA DNA inh,EBNA-1 inh,PAFAH1B2 FP inh
COc1ccc2c(=O)c(N3C(=O)c4ccccc4C3=O)c(C)oc2c1,-3,-3,10,4,2,9,12,1,2
COCc1cc(C)nc(OCC(=O)N/N=C/c2ccccc2)c1C#N,14,3,7,1,1,5,13,2,0
N=c1n(CCN2CCCCC2)c2ccccc2n1CC(=O)c1ccc(Cl)c(Cl)c1,43*,-16,nt,-8,-8,nt,0,-5,nt
CC(=O)c1cccc(NC(=O)CCCSc2ccccc2)c1,-3,-5,1,1,4,7,4,1,6
CCOc1ccc(N(CC(=O)Nc2cccc(OC)c2)S(=O)(=O)c2c(C)noc2C)cc1,-15,-8,-2,-5,6,-1,-1,5,4
N#C/C(=C\c1cccnc1)c1ccccn1,-1,4,4,1,2,-2,14,-3,8
Cc1cccc(N(C)C(=O)c2cc(S(=O)(=O)N3CCCC3)cn2C)c1,-3,-6,8,-1,2,2,-17,1,6
O=C(Nc1cc(C(F)(F)F)ccc1N1CCOCC1)c1ccc(Cl)nc1,0,1,1,-3,5,-1,-5,7,-7
C=CCN(C(=O)CC(NC(C)=O)c1ccccc1)c1nc(-c2ccc(S(C)(=O)=O)cc2)cs1 (centres undefined),-10,-6,12,-4,3,3,24,2,0
COc1cc(CC(=O)OCC(=O)NCc2ccco2)cc(OC)c1OC,2,nt,6,nt,3,7,nt,nt,9
Cc1ccccc1C(=O)Nn1cnc2ccccc2c1=O,1,-1,-1,-3,2,-3,4,-3,2
COc1cccc(CNCc2cccc(Br)c2)c1OC,-13,-4,7,2,3,-1,-4,13,6
CCC(C(=O)NCCCN1CCN(C)CC1)n1nc(C)n2c(cc3occc32)c1=O (centres undefined),-6,-3,3,0,-1,0,4,-9,4
Cc1ccc(/C=N/NC(=O)CNC(=O)COc2ccc(Cl)cc2)o1,-5,-4,8,0,-1,11,5,1,4
O=C(c1cc(COc2ccc(F)cc2Cl)on1)N1CCc2sccc2C1,-48,0,4,-3,2,-3,7,11,-3
CC(C)NS(=O)(=O)c1ccc(OCC(=O)N2CCc3ccccc3C2)cc1,-3,0,5,1,8,8,-19,5,4
CS(=O)(=O)N(Cc1ccccc1)c1ccc(C(=O)N2CCN(c3cccc(Cl)c3)CC2)cc1,17,3,3,0,15,4,-6,2,7
C[C@@H]1CN(C(=O)c2cc(COc3cccc(C(F)(F)F)c3)on2)C[C@H](C)O1,13,0,16,3,-3,1,4,4,-3
CSCC[C@H](NC(=O)COc1ccc(Cl)cc1)C(=O)N1CCC2(CC1)NCCc1[nH]cnc12,24,1,2,-1,5,-3,-2,-7,9
O=C(/C=C/c1cccc(Cl)c1)NCCc1ccccc1,-29,-7,3,-3,3,8,4,-1,0
O=C(COC(=O)COc1ccccc1F)Nc1ccc2c(c1)OCO2,18,4,10,3,7,0,-6,nt,7
O=C(CN1C(=O)NC2(CCCC2)C1=O)NCc1ccco1,14,nt,0,nt,4,-2,nt,nt,2
O=C(OCn1nnc2ccccc2c1=O)C1=COCCO1,1,-4,-1,-1,2,9,-20,-12,-1
CC(=O)c1ccccc1NC(=O)c1cc(S(=O)(=O)N2CCOCC2)ccc1N1CCCC1,0,-3,3,-2,1,0,4,nt,6
CCOC(=O)c1ccc(NC(=O)N2CCN(Cc3ccccc3)CC2)cc1,2,1,9,13,-4,-9,0,2,1
COc1ccc(CCC(=O)OCC(=O)NCc2ccc(OC)c(OC)c2)cc1OC,7,nt,-5,nt,8,-5,nt,nt,1
CC(NC(=O)c1ccco1)C(=O)N1CCN(c2cccc(C(F)(F)F)c2)CC1 (centres undefined),16,17,3,34*,-2,3,-2,nt,1
Cc1cc(F)ccc1N1CCC(N2CCN(C)C(CCO)C2)CC1 (centres undefined),15,0,-6,0,-3,2,1,-20,1
COCCN1C(=O)N[C@@H](c2ccccc2)C(C(=O)OC)=C1C,2,1,13,0,-2,-2,-23,-3,7
CN1CCN(S(=O)(=O)c2cccc(C(=O)NC3CCCC3)c2)CC1,11,1,5,0,3,-2,1,0,12
O=C(NCCN1CCOCC1)c1cccc(Br)c1,2,6,0,2,1,-8,-8,4,9
COCc1cc(CNC(=O)C2CCC(=O)N(Cc3ccccc3F)C2)[nH]n1 (centres undefined),0,-5,12,4,4,-1,-8,-5,3
COC(=O)[C@@H]1[C@@H](C)N(Cc2ccccc2)C(=O)N[C@H]1c1cccc(C(F)(F)F)c1,9,4,2,2,5,2,2,0,1
Cc1c(C(=O)N2CCCCC2)c(S(=O)(=O)Nc2ccc(F)cc2F)c(C)n1C,2,7,6,-1,0,-12,-6,-6,2
COc1ccc(CNS(=O)(=O)c2cc(CN3C(=O)c4cccnc4C3=O)ccc2OC)cc1,-2,6,1,1,7,-3,-12,-6,6
CN(Cc1ccccc1)S(=O)(=O)c1ccc(Cl)c(C(=O)O)c1,4,4,6,1,2,-2,-9,-6,9
O=C(CCCSc1nc2ccccc2[nH]1)NCc1ccco1,12,5,6,4,2,-17,-14,15,0
O=C(COC(=O)c1ccc([N+](=O)[O-])cc1Cl)NCc1ccco1,3,3,8,-2,7,7,-1,nt,6
CCOC(=O)N1CCN(C(=O)CN(c2ccc(OC)c(OC)c2)S(C)(=O)=O)CC1,2,-2,-3,0,-1,-1,-7,-16,-1
c1ccc2c(NCCCN3CCOCC3)c3ccccc3nc2c1,7,-3,nt,1,-7,nt,10,-17,nt
O=C(COC(=O)Cn1cnc2ccccc21)Nc1ccc2c(c1)OCCO2,-4,3,7,1,-3,8,-7,-15,-1
COc1cccc(NC(=O)CN(C)C(=O)C2CCN(C(=O)c3ccccc3C)CC2)c1,-1,-1,7,-2,-2,8,4,-14,5
CCOC(=O)C1CCCN(CC(=O)Nc2c(C(=O)OC)[nH]c3ccc(C)cc23)C1 (centres undefined),2,6,2,-5,0,10,2,7,-2
CCCc1c(C)c(C#N)c2nc3ccccc3n2c1NCCCN1CCOCC1,11,3,0,4,3,-4,-9,-14,3
COc1ccc(NC(=O)CSc2ccc3ccccc3c2)cc1S(=O)(=O)N1CCCCC1,9,-43,-8,-27,-2,-15,12,1,-3
Cc1ccc(CNC(=O)CSc2nccn(-c3ccc(C)c(F)c3)c2=O)cc1,2,13,2,1,1,2,5,2,9
O=C(NCc1cccs1)C1CC1,-10,-1,10,-1,2,10,14,14,4
COC(=O)c1cccc(NC(=O)CCCOc2cccc(C)c2)c1,-16,1,-4,-3,1,1,8,5,-1
O=C(O)c1ccc2c(c1)CCC2,2,-3,nt,0,-2,nt,-12,-1,nt
CCOC(=O)/C=C1\SCC(=O)N1CC(=O)NC1CCCCC1,0,10,-3,2,-3,-2,-18,1,4
C(=C\c1nc(-c2cccnc2)no1)/c1ccccc1,-7,5,10,-3,6,-4,10,1,2
S=c1[nH]nc(COc2cccc3ccccc23)n1Cc1ccccc1,13,8,7,-1,1,0,1,0,8
Nc1cc(=O)nc(SCC(=O)N2CCN(c3ccccc3)CC2)n1-c1ccc(F)cc1,6,-2,-1,0,-4,-9,-2,0,1
N#C/C(=N\Nc1ccccc1F)C(=N)N1CCCCC1,13,-1,15,3,2,6,5,7,6
C=CCN(CC(=O)O)S(=O)(=O)c1ccccc1C(F)(F)F,0,5,-1,2,-1,0,2,2,1
O=C(COC(=O)CCCN=C1NS(=O)(=O)c2ccccc21)NNC(=O)c1ccccc1,1,6,7,4,-1,1,1,2,4
O=C1N(CC(=O)N2CCc3ccccc32)CCN1Cc1ccccc1Cl,-1,6,10,6,2,3,0,14,7
C/C=C/c1ccc(OCCSc2nc(C)cc(=O)[nH]2)c(OC)c1,2,2,-5,0,1,4,0,-2,2
CCc1nc(Nc2ccccc2F)c2oc3ccccc3c2n1,11,1,7,4,4,4,-3,7,5
COc1ccc(C(=O)CSc2nnc(CNc3ccc(C)cc3C)n2Cc2ccco2)cc1,-5,0,8,0,5,3,-7,-17,9

# The listing continues:
SMILES,PREPL inhibitor,LYPLA2 inh,PAFAH1B3 inh,LYPLA1 counter,pPAFAH FP inh,PAFAH2 inh,ZTA DNA inh,EBNA-1 inh,PAFAH1B2 FP inh
Cc1noc(C)c1C(=O)OCC(=O)N1CCc2ccccc21,20,nt,4,nt,-4,4,nt,nt,7
Fc1cccc2sc(Nc3nc4c(F)cccc4s3)nc12,12,-5,5,-7,11,-8,3,17,2
CC1C(=O)C(C)C(c2ccc3c(c2)OCO3)NC1c1ccc2c(c1)OCO2 (centres undefined),-17,-5,-1,1,13,-2,-8,2,2
Cc1ccc(SC2=C(C(=O)O)CCCC2)cc1,6,0,0,1,0,0,-2,-10,2
CCCCC(=O)Nc1ccc(C(=O)Nc2ccc(S(=O)(=O)Nc3ccc(C)cc3)cc2)cc1,3,-7,5,-6,10,7,20,1,0
O=C(O)COc1c(Cl)cc(/C=C2/NC(=O)NC2=O)cc1Br,9,8,8,0,2,3,-11,-5,7
Cc1ccc(S(=O)(=O)c2ncccc2[N+](=O)[O-])cc1,9,-6,9,-2,1,9,0,-4,4
COc1ccc(N=C2CCCN2CC(N)=O)cc1,3,4,4,0,2,4,-3,10,-1
Cc1nn(CC(=O)NCCc2ccc(Cl)cc2Cl)c(C)c1[N+](=O)[O-],5,2,0,0,-2,-6,-6,4,4
COc1ccc2sc(-c3ccccc3OC)c(-c3ccc(OCCN4CCCC4)cc3)c2c1,16,nt,-2,nt,9,-3,nt,nt,2
COc1ccc(C(C(=O)NCC2CCCO2)N(C(=O)CNC(=O)c2ccco2)c2cc(C)ccc2C)cc1OC (centres undefined),10,-4,-3,4,2,-10,-26,-12,-3
CSc1cccc(Nc2ccc(S(=O)(=O)N3CCOCC3)cc2[N+](=O)[O-])c1,11,15,3,3,2,6,1,nt,1

# 3 consecutive records out of the list so far, quoted:
SMILES,PREPL inhibitor,LYPLA2 inh,PAFAH1B3 inh,LYPLA1 counter,pPAFAH FP inh,PAFAH2 inh,ZTA DNA inh,EBNA-1 inh,PAFAH1B2 FP inh
COc1ccc2sc(-c3ccccc3OC)c(-c3ccc(OCCN4CCCC4)cc3)c2c1,16,nt,-2,nt,9,-3,nt,nt,2
COc1ccc(C(C(=O)NCC2CCCO2)N(C(=O)CNC(=O)c2ccco2)c2cc(C)ccc2C)cc1OC (centres undefined),10,-4,-3,4,2,-10,-26,-12,-3
CSc1cccc(Nc2ccc(S(=O)(=O)N3CCOCC3)cc2[N+](=O)[O-])c1,11,15,3,3,2,6,1,nt,1

# New compounds follow:
SMILES,PREPL inhibitor,LYPLA2 inh,PAFAH1B3 inh,LYPLA1 counter,pPAFAH FP inh,PAFAH2 inh,ZTA DNA inh,EBNA-1 inh,PAFAH1B2 FP inh
O=C(NCc1ccc2c(c1)OCO2)c1c(-c2ccccc2)sc2ccccc12,15,nt,8,nt,-2,4,nt,nt,-4
CCOC(=O)C(Cc1ccc(N)cc1)N1C(=O)c2ccccc2C1=O (centres undefined),4,-8,4,-1,0,-6,3,-7,-4
O=C(N/N=C/c1c(Cl)cccc1Cl)c1ccc(F)cc1,-1,-3,9,-1,-8,4,-4,3,7
Cc1nn(C)c(C(=O)NNC(=S)Nc2ccc(Cl)cc2)c1[N+](=O)[O-],10,4,17,0,13,7,4,0,1
N#CCc1nn(-c2ccc(F)cc2)c(N)c1C#N,25,14,2,4,4,8,16,5,4
COc1ccc(CN2CCN(Cc3ccc(C)cc3)C(CCO)C2)cc1OC (centres undefined),0,-1,4,-4,2,2,13,6,5
CC(C)Cn1c(N2CCN(C(=O)/C=C/c3ccccc3)CC2)nc2ccccc21,13,3,-1,2,3,6,0,-5,29*
O=C(Nc1ccc(N2CCOCC2)cc1)C1CCN(S(=O)(=O)c2ccc3c(c2)OCCO3)CC1,3,3,5,1,6,-1,1,-4,0
COC(=O)c1c(NC(=O)C2CCCO2)sc2c1CCC2 (centres undefined),-14,0,0,-2,1,-1,-10,1,1
COc1cc(S(=O)(=O)NC2CCCC2)ccc1F,3,4,-2,-2,2,2,24,5,3
